Assay outcomes from PubChem BioAssay.
TAG inh – inhibitors of triacylglycerol accumulation, primary screen, cell-based, uHTS, fluorescence, H9c2; H9c2 cells, Nile Red lipid (TAG) fluorescence; cells loaded with 200 µM oleic acid; inhibition, % at 12.5 µM; hit rate 0.66% among 230,000;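 active = pattern-corrected inhibition of lipid staining of at least 50% with the nuclear-stain viability signal not falling by more than 50%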;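 note: 0% = DMSO wells and 100% = triacsin C control wells; some results filed as inactive read as strong as hits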
TAG inh DAPI viability – recorded beside TAG inh, whose call it bears; DAPI nuclei signal change (viability), lower = more cytotoxic, %;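 whole-well DAPI fluorescence read on a plate reader as a viability signal; minus 50 percent equals half of cells still viable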
Starred values were filed as active, the others as inactive; i = inactive; & = joins results of further samples.

SMILES	TAG inh	TAG inh DAPI viability
O=CC(Br)P(=O)(N1CCOCC1)N1CCOCC1 (stereo unspecified)	3.5	-0.8
Cc1ccc(S(=O)(=O)N(c2cc(Cl)c(O)c(Cl)c2)P(=O)(OC(C)C)OC(C)C)cc1	-15.5	0.3
CCN1C(=O)C(=C2C=C(C)N(Cc3ccco3)C(C)=C2)C(=O)N(CC)C1=S	6.3	-7.9
O=C(Cc1ccccc1)NC(Cc1ccc(Cl)cc1)C(=O)O (stereo unspecified)	-4.1	-2.5
O=c1c2cc(Br)ccc2[nH]c(=S)n1-c1ccccc1	1.0	-0.6
C1CCC2S[C@H]3CCCCC3NC2C1 (stereo partly specified)	0.4	-4.6
Oc1c(Br)cc(-c2ccccc2)cc1Br	-4.1	6.4
COCC(C)OC(=O)c1c(N)n(Cc2ccco2)c2nc3ccccc3nc12 (stereo unspecified)	-5.0	7.1
COc1ccc(N2C(=O)CC(N3CC=C(c4ccccc4)CC3)C2=O)cc1 (stereo unspecified)	2.8	8.5
COc1ccc(-n2c(O)c(C=NCc3ccc4c(c3)OCO4)c(=O)[nH]c2=O)cc1	6.3	-9.0
COC1=C(OC)[C@]23CCc4ccc(OC)c(OC)c4[C@]2(CCN3C)CC1=O	-7.7	-1.6
N[C@@H](CCl)C(=O)O	-13.0	3.5
CCC(=O)O[C@@H]1[C@@H](OC(C)=O)[C@@]2(O)C(C[C@H](O)C2(C)C)[C@](C)(O)[C@H]2CC[C@@H]3[C@@H](O)[C@]12C[C@@]3(C)O (stereo partly specified)	-25.3	6.3
CCC1(CCC(C)C)C(=O)NC(=S)NC1=O	-1.4	-2.9
O=C1NC(=O)N(Cc2ccc(F)cc2)C(=O)/C1=C/c1cccs1	-4.0	7.4
O=C1C(c2ccccc2)=C(N2CC2)c2ccccc21	-5.4	6.8
CCN1CCN(c2nc3c(c(=O)[nH]2)CCCC3)CC1	4.5	-6.7
O=C(C(=O)N1CCOCC1)c1cn(CCCOc2ccccc2)c2ccccc12	-13.2	4.3
CCCOP(=O)(OCCC)C(NC(=O)c1ccccc1)=C(Cl)Cl	-4.1	-3.2
COc1ccc(/C=C2\C(=O)NC(=S)N(C)C2=O)cc1C	-3.1	-0.2

Given comma-delimited: part of the list above
mol,TAG inh,TAG inh DAPI viability
CCN1C(=O)C(=C2C=C(C)N(Cc3ccco3)C(C)=C2)C(=O)N(CC)C1=S,6.3,-7.9
O=C(Cc1ccccc1)NC(Cc1ccc(Cl)cc1)C(=O)O (stereo unspecified),-4.1,-2.5
O=c1c2cc(Br)ccc2[nH]c(=S)n1-c1ccccc1,1.0,-0.6

The list goes on:
SMILES	TAG inh	TAG inh DAPI viability
Cc1cccn2c(NCC3CCCO3)c(C(C)C)nc12 (stereo unspecified)	-12.4	-2.9
CCC/C(=N\O)c1c[nH]c2ccccc12	-75.7	5.9
CN1C(=O)C(c2ccccc2)C(=O)N(C)C1=O	-11.2	9.3
O=C(Cc1ccccc1)OCC(=O)N1CCN(S(=O)(=O)c2ccc(Cl)cc2)CC1	5.4	2.9
COc1ccc(OCC#CCN2CCC(C)CC2)cc1	-11.7	-2.3
CCCCn1c(=O)c(C=Nc2ccc(Cl)cc2)c(O)n(Cc2ccco2)c1=O	19.8	i
O=[N+]([O-])/C=C/c1c(Cl)cccc1Cl	107.2	-71.3
CCCC(C)CC1(CCO)C(=O)NC(=S)NC1=O (stereo unspecified)	-2.1	7.9
C=CCN1CC[C@]23c4c5ccc(O)c4O[C@H]2C(=O)CC[C@@]3(O)[C@H]1C5	-18.4&2.0	3.0&-8.4
CC12C=CC(=O)C=C1CCC1C2C(O)CC2(C)C1CCC2(C)O (stereo unspecified)	-7.7	5.5
Cc1ccc(S(=O)(=O)N2CCCC2c2cccnc2)cc1 (stereo unspecified)	-6.0	-4.7
COc1ccc(N2C(=O)NC(=O)/C(=C\c3cn(CC(=O)N4CCOCC4)c4ccccc34)C2=O)c(OC)c1	-5.2	-2.4
CCN1CCN(Cc2cc(Br)cc(Br)c2O)CC1	-16.4	8.0
COC(=O)C1=C(c2ccc(OC)c(OC)c2)C[C@@H]2CC[C@H]1N2C(=O)NCCc1ccccc1	6.2	-6.1
NP(=O)(Nc1ccccc1)Nc1ccccc1	-8.1	-4.4
COc1ccc(C(O)P(=O)(OC(C)C)OC(C)C)cc1 (stereo unspecified)	-10.3	10.3
CN(C)CCn1cnc2ccccc21	-3.1	-1.2
Brc1ccc(-[n+]2c(-c3ccccc3)cc(-c3ccccc3)cc2-c2ccccc2)cc1	-21.7	3.9
CCc1nnc(NS(=O)(=O)c2ccc(N=Cc3c(O)n(-c4ccccc4)c(=O)[nH]c3=O)cc2)s1	5.0	-12.4
Oc1c(Cl)c(Cl)c(Cl)c(Cl)c1Cl	10.2	0.7
O=C1CN=C(c2ccccc2)c2cc(Br)ccc2N1	15.3	-5.2
Brc1ccc(CN2CCNCC2)s1	-3.0	13.2
COc1ccc(OC(=O)N(C)C[C@@H]2OCc3cnnn3CCCC(=O)N([C@@H](C)CO)C[C@@H]2C)cc1	1.8	-5.8
CCC(C)N1CCN(C(=O)Cc2ccccc2)CC1 (stereo unspecified)	-5.3	8.9
NCCc1ccc(S(N)(=O)=O)cc1	-42.0	-5.1
CCOc1cc(CNCCc2c[nH]c3ccccc23)cc(Cl)c1OC	-7.3	6.7
CC[N+](C)(CC)CCCOC(=O)C(O)(c1ccccc1)C1CCCCC1 (stereo unspecified)	10.0	-1.4
Cc1nc2cc(-c3ccc(Cl)cc3)nn2c(C)c1CCC(=O)N1CCC2(CC1)OCCO2	-0.7	-2.6
CC(=O)C1(c2ccccc2)CCN(C(=O)C2CCC(=O)N(CCc3cccc(F)c3)C2)CC1 (stereo unspecified)	11.2	2.9
CC(C)OC(=O)C1C2c3ccccc3C(c3ccccc32)C1C(=O)O (stereo unspecified)	16.1	4.5
CN1CCCN(C(=O)COc2ccccc2Br)CC1	-7.7	2.6
CCCCn1c(=O)c(C(=O)NCc2ccco2)c(O)c2ccccc21	10.7	6.4
COC(=O)C1=C(c2ccccc2OCc2ccccc2)C[C@@H]2CC[C@H]1N2C(=O)NCc1ccc(C(C)(C)C)cc1	30.9	-7.3
COC(=O)C1=C(c2ccc(OC)c(OC)c2)C[C@@H]2CC[C@H]1N2C(=O)NCCOc1ccc(OC)cc1	-8.5	-1.8
CSc1ccccc1C(=O)C1CCCN(Cc2ccccn2)C1 (stereo unspecified)	-4.0	11.8
C=CCn1c(O)c(C(CC)=NCCc2c[nH]c3ccccc23)c(=O)[nH]c1=O	-8.8	0.1
Cc1ccccc1-n1c(O)c(/C=N/NC(=O)c2ccncc2)c(=O)[nH]c1=O	-0.4	0.5
C[C@H]1CN([C@@H](C)CO)C(=O)CCCn2nncc2CO[C@H]1CN(C)C(=O)Oc1ccc2ccccc2c1	10.4	-10.3
Cc1cccnc1NC1=NCC(C)S1 (stereo unspecified)	1.8	-7.7
CC12CCC3C(CCC4CC(=O)C(C(O)C(F)(F)F)CC43C)C1CCC2O (stereo unspecified)	-17.0	3.3

Laid out differently: results already given
Second line of a record – TAG inh	TAG inh DAPI viability
> COc1ccc(OC(=O)N(C)C[C@@H]2OCc3cnnn3CCCC(=O)N([C@@H](C)CO)C[C@@H]2C)cc1
    1.8	-5.8
> CCC(C)N1CCN(C(=O)Cc2ccccc2)CC1 (stereo unspecified)
    -5.3	8.9
> NCCc1ccc(S(N)(=O)=O)cc1
    -42.0	-5.1
> CCOc1cc(CNCCc2c[nH]c3ccccc23)cc(Cl)c1OC
    -7.3	6.7
> CC[N+](C)(CC)CCCOC(=O)C(O)(c1ccccc1)C1CCCCC1 (stereo unspecified)
    10.0	-1.4
> Cc1nc2cc(-c3ccc(Cl)cc3)nn2c(C)c1CCC(=O)N1CCC2(CC1)OCCO2
    -0.7	-2.6
> CC(=O)C1(c2ccccc2)CCN(C(=O)C2CCC(=O)N(CCc3cccc(F)c3)C2)CC1 (stereo unspecified)
    11.2	2.9

Continued.
SMILES	TAG inh	TAG inh DAPI viability
COc1cc(/C=C2\C(=O)NC(=O)N(c3ccccc3)C2=O)c([N+](=O)[O-])cc1OC	6.3	-7.3
O=C1NC2NC(=O)N([N+](=O)[O-])C2N1 (stereo unspecified)	5.6	-6.1
Cc1cc(OCC(=O)N2CCCN(C)CC2)ccc1Cl	0.8	3.2
COC(=O)C(C)Oc1cc(C)cc2oc(=O)c3c(c12)CCC3 (stereo unspecified)	23.3	6.5
CNC(=O)Oc1ccccc1C1CCCCC1	-14.2	8.7
CC1OC(NCCc2ccccc2)C(O)C(O)C1O (stereo unspecified)	-5.5	9.5
O=C(c1cccc(C(F)(F)F)c1)C1CCCN(Cc2ccccc2O)C1 (stereo unspecified)	-1.0	15.9
CCNCC1(c2ccc(OC)c(OC)c2)CCCC1	8.7	0.0
CC(=NCC1CCCO1)c1c(O)n(Cc2ccccc2)c(=O)[nH]c1=O (stereo unspecified)	-2.7	-5.4
C[n+]1c(-c2ccccc2)cc(-c2ccc(O)cc2)cc1-c1ccccc1	-3.8	11.7
C[N+](C)(N)CCOC(=O)C(O)(c1ccccc1)C1CCCCC1 (stereo unspecified)	13.4	-18.4
COCCCNC(=O)c1c(NC(=O)c2ccco2)n(Cc2ccccc2)c2nc3ccccc3nc12	-13.1	12.8
CC1(CCCc2ccc(N(CCCl)CCCl)cc2)NC(=O)NC1=O (stereo unspecified)	24.3	-27.8
O=C(c1cn(Cc2ccccc2)c2ccccc12)C1CC1	-19.8	-3.0
N#Cc1c(N2CCNCC2)nc(-c2ccco2)c2c1CCCC2	10.3	0.1
COc1ccc(CN2CCN(C(=O)COc3cccc(C)c3)CC2)c(OC)c1	-5.2	5.3
COc1ccccc1-n1c(O)c(C=NCCN2CCNCC2)c(=O)[nH]c1=O	11.5	-1.0
Cn1cc(C(=O)OCC(=O)NC2CCCC2)c2ccccc21	-4.4	-1.5
Oc1ccc(CC2CC3CCN2CC3)cc1O (stereo unspecified)	2.5	5.5
CCC(=NCCCN1CCOCC1)c1c(O)n(-c2ccccc2C)c(=O)[nH]c1=O	14.0	-8.4
COc1ccc(/C=N\N=C(N)N)cc1	6.8	0.5
CC(C)(C)NC(=O)NC(=O)CN1CC=C(c2ccccc2)CC1	-9.2	5.4
NC(Cc1ccccc1)c1csc(Nc2ccccn2)n1 (stereo unspecified)	-10.0	17.6
CN(C(=O)Oc1cccc2ccccc12)C1C=CCC1 (stereo unspecified)	7.7	0.3
COC(=O)C1=C(c2ccc(OC)c(OC)c2)C[C@@H]2CC[C@H]1N2C(=O)NC1CC1	8.8	0.9
Clc1ccc(C(Cn2ccnc2)OCc2csc3c(Cl)cccc23)c(Cl)c1 (stereo unspecified)	-18.4	9.0
CC1(C)CCCN1CCC(C(N)=O)(c1ccccc1)c1ccccc1	5.3	-1.9
CCC1(C(=O)c2ccc(C)cc2)C2c3ccccc3OC(=O)C21C(=O)O (stereo unspecified)	-2.3	-2.3
N#Cc1ccc(OCC(=O)N2CCN(Cc3ccc4c(c3)OCO4)CC2)cc1	-16.2	1.8
Nc1cc(C(=O)Nc2ccccc2F)ccc1N1CC2CC(C1)c1cccc(=O)n1C2 (stereo unspecified)	-10.5	-14.9
COc1cc(C2NCc3ccccc3-n3cccc32)ccc1O (stereo unspecified)	9.2	-0.5
CCOc1cccc(=NC2CCCCC2)c2c(C)n(C)c(C)c12	5.9	-10.6
Cc1nc2cc(C(F)(F)F)ccc2n1C1CCN(Cc2nnnn2Cc2ccc3c(c2)OCO3)CC1	13.9	-1.5
CCOc1ccc(C2SCC(=O)Nc3c2c(C)nn3C2CCOC(C)(C)C2)cc1 (stereo unspecified)	3.1	-1.9
O=c1[nH]c(=O)n(Cc2ccc(F)cc2)c(O)c1C=NCCN1CCCCC1	-2.5	-2.0
CC(=NCCCN1CCOCC1)c1c(O)n(Cc2ccccc2)c(=O)[nH]c1=O	-12.2	14.3
COCCCNC(=O)c1c(NC(=O)c2ccccc2)n(Cc2ccccc2)c2nc3ccccc3nc12	15.8	15.7
O=C(Nc1ccccc1)c1cc([N+](=O)[O-])ccc1N1CCNCC1	28.9	0.1
CN(C)c1ccc(/C=C2\C(=O)NC(=O)N(Cc3ccc(F)cc3)C2=O)cc1	-3.3	-0.7
COc1ccccc1C=C1C(=O)NC(=S)NC1=O	5.0	-10.2
CCC12CN3CCN(CC(C3)C1O)C2 (stereo unspecified)	-1.9	7.5
c1cnc(OCCN2CC2)cn1	-4.1	14.2
O=Cc1c(C(=O)O)n(Cc2ccccc2Cl)c2ccccc12	26.2	-4.1
CCCCn1c(O)c(C(C)=Nc2ccc3c(c2)CCC3)c(=O)[nH]c1=O	-2.6	3.4
O=c1[nH]c(=O)n(CCC2=CCCCC2)c(O)c1C=NC1CCN(Cc2ccccc2)CC1	-10.5	1.6
NC(=Nc1ccccc1)NN=Cc1c[nH]c2ccccc12	23.8	-9.4
COc1cc(CN=Cc2c(O)n(C(C)(C)C)c(=O)[nH]c2=O)cc(OC)c1	-5.2	4.6
CCOP(=O)(OCC)C(NC(=O)c1ccc(C)cc1)=C(Cl)Cl	-0.7	-6.0
CN1CCc2nc(SCc3cccc(Br)c3)c(C#N)cc2C1	12.1	5.8
C[C@]12CCC3C(CC[C@H]4C[C@@H](O)CC[C@]34C)C1C[C@@H](Br)[C@H]2O (stereo partly specified)	-3.1	-11.0
O=C1CC(N2CC=C(c3ccc(F)cc3)CC2)C(=O)N1c1ccc(F)cc1 (stereo unspecified)	-7.0	30.7
COc1ccc(N2C(=O)C(=O)N(c3ccc(OC)cc3)P2(=O)N(CCCl)CCCl)cc1	0.4	-2.5
COc1ccccc1N1C(=O)NC(=O)/C(=C/c2ccc3c4c(cccc24)CC3)C1=O	-4.9	14.0
COC(=O)C1=C(c2cc3ccccc3o2)C[C@@H]2CC[C@H]1N2C(=O)NCCCOC(C)C	-10.6	2.4
NCC(O)c1cc(O)c(O)cc1F (stereo unspecified)	-0.6	-3.9
Cc1cc(C(=O)OCC(=O)Nc2c(F)cccc2F)c(C)n1C1CC1	-8.6	0.5
CCOP(=O)(OCC)C(O)c1cccnc1 (stereo unspecified)	1.7	-9.8
O=C(CN1CCCCC1)NCC(=O)Nc1ccc(Br)cc1C(=O)c1ccccc1	-12.4	11.2

These rows are one share of the data; the hit share may differ from the screen's.
